Bioassay records (PubChem)
SMN2 splice enh – increases expression of the SMN2 splice variant; 210,000 compounds, 2.8% hits; Potency, µM (highest dose often 46.1 µM), for the others: top-dose activity change, positive = activation, most hits filed as activators; HEK293 SMN2-luciferase splicing reporter, luminescence, 30-36 h; also: % of control where 0% means no effect; nearly all actives have a fitted effect of over 55% in size
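HEK293 cells carry an SMN2 minigene-luciferase reporter in which exon 7 inclusion puts luciferase in frame. Cells were seeded at 2000 cells/well, attached for 10-12 hours, then exposed to compounds for 30-36 hours at 37C before ONE-Glo luminescence.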
HTT cytoprotect – Huntington cell model cytoprotection by ATP luminescence; PC12 HTT-Q103 induced, cytoprotection, ATP luminescence, 40 h; Potency, µM (highest dose often 56.4 µM), for the others: cytoprotection (ATP increase), actives largely listed as activators; 230,000 compounds, 0.14% hits;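 also: % of control where 0% means no effect; nearly all actives have a fitted effect of over 45% in size; toxic huntingtin expression switched on by the ecdysone agonist tebufenozide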
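Rat PC12, Q103 Htt exon1-GFP fusion, ecdysone promoter; tebufenozide inducer 100 nM final; compound titration; qHTS, 1500 cells/well; ATPlite luminescent read.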
KDM4E inh – JMJD2E (human) inhibition | 230,000 compounds, 1.6% hits | JMJD2E catalytic domain, FDH-coupled NADH fluorescence (FDH is formaldehyde dehydrogenase) | AID 2147 | Potency, µM (titrated, usually from 57.1 µM), for inactives: top-dose activity change, negative = inhibition, hits mostly inhibitors; active = well fitted inhibition curve with a large enough effect, not every such curve was filed as active; inconclusive = small, poorly fitted or top-dose-only effect, or another doubt; inactive = no such curve, though single readings can be large or run the other way;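 also: 0% = wells with enzyme and -100% = buffer wells without enzyme; nearly all actives have a fitted effect of over 50% in size; many of its hits are not listed in these tables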
Target sequence (B2RXH2 1-337 limits assumed): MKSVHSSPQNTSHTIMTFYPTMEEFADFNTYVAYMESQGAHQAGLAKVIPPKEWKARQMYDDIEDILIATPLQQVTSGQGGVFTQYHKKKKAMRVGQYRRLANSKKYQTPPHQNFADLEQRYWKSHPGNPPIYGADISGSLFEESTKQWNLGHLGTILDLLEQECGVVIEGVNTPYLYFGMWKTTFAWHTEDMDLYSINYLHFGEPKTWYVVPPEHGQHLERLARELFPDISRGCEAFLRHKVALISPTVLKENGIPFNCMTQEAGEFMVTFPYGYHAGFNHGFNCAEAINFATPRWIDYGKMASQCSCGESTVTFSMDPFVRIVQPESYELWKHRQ
ALDH1A1 block – inhibitors of human aldehyde dehydrogenase 1A1; AID 1030; Purified ALDH1A1, NADH fluorescence, propionaldehyde substrate; Potency, µM (top dose mostly 75.3 µM), for inactives: top-dose activity, negative = inhibition, hits mostly inhibitors; 220,000 compounds, 7.3% hits; P00352; active = well fitted inhibition curve with a large enough effect, not every such curve was filed as active; inconclusive = small, poorly fitted or top-dose-only effect, or another doubt; inactive = no such curve, though single readings can be large or run the other way;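 also: plate controls were no enzyme wells and a reference inhibitor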
Target sequence (P00352 whole entry, looked up): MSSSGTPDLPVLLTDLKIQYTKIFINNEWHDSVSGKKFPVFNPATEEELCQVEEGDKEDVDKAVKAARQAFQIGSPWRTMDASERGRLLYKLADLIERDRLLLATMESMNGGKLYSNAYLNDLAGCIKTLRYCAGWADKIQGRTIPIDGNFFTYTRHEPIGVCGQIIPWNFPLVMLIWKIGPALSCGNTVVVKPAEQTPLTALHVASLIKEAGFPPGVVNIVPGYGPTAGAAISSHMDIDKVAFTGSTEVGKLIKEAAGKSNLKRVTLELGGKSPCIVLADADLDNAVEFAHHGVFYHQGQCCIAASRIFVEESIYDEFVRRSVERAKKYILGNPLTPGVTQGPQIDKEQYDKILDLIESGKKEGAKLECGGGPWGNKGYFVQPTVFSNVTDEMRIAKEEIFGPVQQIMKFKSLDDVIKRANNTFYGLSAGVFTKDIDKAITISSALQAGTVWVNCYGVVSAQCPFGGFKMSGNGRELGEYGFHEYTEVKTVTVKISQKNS
HttQ103 aggreg – reduces HttQ103-GFP aggregates in PC12 cells | PC12 HttQ103-GFP aggregates, Acumen cytometry, 40 h | Potency, µM (top dose mostly 46.1 µM), without a hit: at the top dose activity change, negative = inhibition, hits mostly inhibitors | 220,000 compounds, 1.1% hits; also: % is scaled to controls: 0 for no effect and ±100 for the full control effect; nearly all actives have a fitted effect of over 60% in size
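Steps: seed 1500 PC12 HTTQ103-GFP cells/well; add tebufenozide, 100 nM final; add compound titration; add ATPLite reagent; quantify GFP aggregates by laser scanning cytometry.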
Tau fluor cs – counter-screen for tau fibril formation inhibitors; tau K18 P301L Alexa594 fluorescence, heparin fibrillization; Potency, µM (doses to about 57.7 µM), for the others: top-dose activity change, negative = decrease; 280,000 compounds, 0.93% hits; also: % is scaled to controls: 0 for no effect and ±100 for the full control effect; nearly all actives have a fitted effect of over 55% in size
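Human K18 P301L tau (15 uM unlabeled plus 0.24 uM Alexa 594-labeled, final) in 100 mM sodium acetate pH 7 was mixed with compound and 20 uM heparin and incubated 6 hr at 37 C.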
Tau fibril ThT – inhibitors of human tau fibril formation, thioflavin T binding; P10636; recombinant tau K18 P301L, heparin-induced fibrillization, ThT fluorescence; Potency, µM (doses to about 57.4 µM), without a hit: at the top dose activity, negative = inhibition, actives largely listed as inhibitors; 270,000 compounds, 2.1% hits; also: % is scaled to controls: 0 for no effect and ±100 for the full control effect; nearly all actives have a fitted effect of over 55% in size
Target sequence (P10636 561-689 P618L limits assumed): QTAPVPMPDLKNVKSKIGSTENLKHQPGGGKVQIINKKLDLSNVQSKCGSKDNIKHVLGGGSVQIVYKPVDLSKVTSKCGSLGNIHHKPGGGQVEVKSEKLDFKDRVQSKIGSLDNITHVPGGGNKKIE
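Using a mix of unlabeled (15 uM) and Alexa 594-labeled (0.24 uM) tau K18 P301L, heparin-triggered fibrillization over 6 hr at 37 C was scored by ThT fluorescence.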
Tau FP inhib – blocks human tau fibril formation measured by polarization; P10636; K18 P301L tau heparin fibrillization, Alexa594 FP, 6 h; Potency, µM (titrated, usually from 57.7 µM), for the others: top-dose activity, negative = inhibition, most hits filed as inhibitors; 280,000 compounds, 0.39% hits; AID 1468; also: % is scaled to controls: 0 for no effect and ±100 for the full control effect; nearly all actives have a fitted effect of over 55% in size
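Human tau K18 […] P301L fragment, 15 uM unlabeled plus 0.24 uM Alexa 594-labeled tau (final), with compound and 20 uM heparin in 100 mM sodium acetate pH 7; 6 hr at 37 C, then Alexa 594 FP read.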
* marks the source's active call; other numbers are inactive results; ? = inconclusive; / = not tested or not shown; & = joins results of further samples; [ ] = dose if it differs, or a comment. Unless noted, calls follow the shape of the dose curve; as a rule, active = well fitted curve in the direction sought with a large enough effect; inconclusive = small, poorly fitted or top-dose-only effect, or another doubt; inactive = no such curve, though single readings can be large; an effect the other way counts as inactive or inconclusive. Potency is read from the fitted curve at half-maximal effect. An excerpt; rates above refer to the full screens.

SMILES | SMN2 splice enh | HTT cytoprotect | KDM4E inh | ALDH1A1 block | HttQ103 aggreg | Tau fluor cs | Tau fibril ThT | Tau FP inhib
CCOC(=O)CNC(=O)Cn1c(C)cc2ccccc2c1=O | -15% | 0% | ? | ? | 6%[9.22 µM] | -1% | 0% | -1%
Cc1cc(Sc2nnc(/N=C/N(C)C)s2)c2ccccc2n1 | / | 4%[10 µM] | -2% | 10% | -23%[9.22 µM] | -7% | -14% | 0%
O=C(COC(=O)c1ccc(S(=O)(=O)NCc2ccco2)cc1)Nc1ncc(Cl)cc1Cl | -4% | -45%[inhibitor][10 µM] | 8% | 9% | 18% | -15% | -8% | -11%
C=CCn1c(COc2ccc(CC)cc2)nnc1SC/C(O)=C(\C#N)c1nc2ccccc2[nH]1 | -16% | -1%[10 µM] | ? | -15% | -9% | -20% | ? | 13%
COC(=O)N1c2ccccc2C23[C@@H]4CN5CCC[C@]6(CCC12C(O)(C6)C4=O)[C@H]53 | -33%[inhibitor] | ? | -7% | 4% | / | -11% | -18% | 5%
COC(=O)[C@@H]1C[C@@]2(O)[C@H](O)[C@H](O)[C@H](O)C[C@H]2N1Cc1ccc(C(F)(F)F)cc1 | -24% | -16% | ? | -7% | 12%[9.22 µM] | 14%&9% | 9%&0% | 5%&4%
CCN(C(=O)Cn1c(=O)n2nc(CCn3nc(C)cc3C)nc2c2ccccc21)c1cccc(C)c1 | -3% | -4% | 2% | ? | 22% | -3% | -14% | -2%
CN(Cc1ccccc1)C(=O)COc1ccc(N(C)S(=O)(=O)c2ccc(F)cc2)cc1 | / | 20%[10 µM] | -6% | / | 21%[9.22 µM] | -21% | -20% | -3%
O=c1cc(CCl)[nH]c2nc3ccccc3n12 | / | 1%[10 µM] | ? | / | -7%[9.22 µM] | -10% | -10% | 4%
Cc1cc(C)c2nc(-c3cccnc3)cc(C(=O)NC(C)c3cnn(C)c3C)c2c1 (stereo not given) | -14% | 0%[10 µM] | ? | ? | 0% | -5% | ? | 4%
O=C(c1ccc(Cl)cc1)N(Cc1cccs1)C1CCS(=O)(=O)C1 (stereo not given) | -5% | 3%[0.074 µM] | 6% | -3% | 9% | 3% | 10% | 2%
COc1ccc(C(=O)Nc2ccc(NC(=O)c3cccs3)cc2)cc1[N+](=O)[O-] | 4% | 26%[10 µM] | -4% | 15% | 11% | -19% | ? | -2%
COC(=O)C1CCN(c2ccc(Cl)nn2)CC1 | 10% | -19% | 3% | 5% | -10% | 6% | 0% | 2%
Cc1cccc2cncc(OCc3nnc(SC(F)F)n3C)c12 | -5% | -22% | ? | -12% | -1% | 7% | 5% | 3%
Cc1ccccc1N=Nc1c(C)[nH]n(C(N)=S)c1=O | -3% | / | 1% | 20µM* | -21% | -18% | 14µM* | 8%
S=C(NCc1ccccc1)N1CCN(c2cccc(Cl)c2)CC1 | -9% | -18% | -8% | -3% | ? | ? | -16% | -9%
COC(=O)c1ccc(OC(=O)c2ccc(OC)cc2)c(OC)c1 | 13% | -1%[10 µM] | -25% | -2% | 0% | -19% | -17% | -2%
COC(=O)C1=C(C)OC(N)=C(C#N)C1c1cc2cc(C)ccc2nc1Cl (stereo not given) | -2% | -4%[10 µM] | ? | ? | -3%[9.22 µM] | 9% | -1% | 1%
[O-]/[N+](=C/c1ccc(F)cc1)c1ccccc1 | -9% | -15% | -10% | ? | 12% | -7% | ? | -13%
Cn1nnnc1SCCNC/C=C/c1ccccc1 | / | -4% | 6% | -7% | -6% | -8% | -7% | -4%
CCOCCCNC(=O)C(c1ccccc1)N(Cc1cccs1)C(=O)c1ccccc1O (stereo not given) | / | 6% | 3% | -12% | -1% | -5% | -5% | 7%
Cc1ccc(N2C(=O)c3cccc4c(Oc5ccccc5[N+](=O)[O-])ccc(c34)C2=O)c(C)c1 | -62%[inhibitor] | -11%[10 µM] | 15% | ? | -7% | -15% | 0% | -2%
CN(CC(=O)NC1CCCCCC1)S(=O)(=O)c1ccc2c(c1)n(C)c(=O)c(=O)n2C | -8% | 1% | ? | -1% | -7% | -2% | -2% | 2%
O=C(/C=C/c1ccco1)Nc1ccc2nc3n(c(=O)c2c1)CCCC3 | / | -39%[inhibitor] | 4% | ? | 3% | -9% | 0% | -11%
CCCn1nc2cc(C(=O)N(CC)c3ccc(OC)cc3)ccc2c1OCC | 2% | -25% | ? | ? | 5% | -5% | -19% | -1%

New compounds follow
SMILES | SMN2 splice enh | HTT cytoprotect | KDM4E inh | ALDH1A1 block | HttQ103 aggreg | Tau fluor cs | Tau fibril ThT | Tau FP inhib
O=C(COc1ccc(Nc2ccccc2)cc1)OCC(=O)N1CCCCC1 | / | 11%[10 µM] | -7% | -9% | -8%[9.22 µM] | -27% | ? | 18%
Cc1ccc(NC(=O)CSc2cc(=O)n(C)c3ccc(Cl)cc23)c(Br)c1 | 0% | / | / | / | / | -10% | 6% | -9%
O=C(CSc1nnnn1-c1ccccc1Cl)Nc1ccc2c(c1)OCCO2 | -24% | -3% | -6% | 0.22µM* | -11% | -28% | ? | 2%
COCCNC(=O)c1c(CSc2ccccc2)noc1C(=O)NCc1ccccc1 | / | -6%[10 µM] | -3% | / | ? | -14% | ? | -1%
c1ccc(OCCSc2nnnn2-c2ccccc2)cc1 | 16µM* | -21%[10 µM] | 1% | 22µM* | -10% | -10% | -8% | 7%
CCOc1cc(/C=N/n2c(C)nc3sc(C)c(C)c3c2=O)ccc1O | / | 5%[10 µM] | -2% | -6% | -5%[9.22 µM] | 8% | 0% | -6%
Nc1ccccc1SCC(=O)Nc1nccs1 | / | -19% | -3% | 1% | -6% | 0% | -3% | 3%
CCOc1ccc(N(CC(=O)NC2CCCC2)C(=O)CCC(=O)Nc2ccccn2)cc1 | 18% | 28%[10 µM] | 1% | 5% | -26% | -9% | -9% | -3%
Cc1ccc(-c2noc(CCC(=O)NCCCN3CCN(c4ccc(F)cc4)CC3)n2)cc1 | 10% | -6% | 1% | 1% | -26% | -13% | -8% | 10%
CCc1ccc(NC(=O)c2cc3sc(Cl)cc3n2C)cc1 | 13µM* | / | / | / | / | -15% | ? | -12%
O=c1c2ccccc2nnn1CSc1nnc(-c2ccc3c(c2)OCO3)o1 | ? | -4% | 4% | -6% | 13% | -27% | ? | -9%
CCOc1cc(C(=O)NCCOC)ccc1OC | 22% | 5% | 0% | 7% | 7% | 2% | -1% | -4%
COc1ccc(NC(=O)/C(=C\c2cc(OC)c(OC)cc2[N+](=O)[O-])NC(=O)c2ccccc2)cc1 | 4% | -16% | 5% | -6% | -7% | -14% | -10% | 3%
O=C1C(Cl)=C(N2CCOCC2)C(=O)N1c1ccccc1Cl | -22% | -7% | 3% | ? | 24% | ? | 14µM* | 20µM*
Cc1ccn2cc(CCNS(=O)(=O)c3ccc4c(c3)CCCC4)nc2c1 | -27% | / | -20% | ? | 3% | -11% | -9% | 0%
COc1ccc(NC(=S)NC(C)c2ccncc2)cc1OC (stereo not given) | -1% | 18% | 1% | 1% | 6% | 1% | -4% | 2%
Nc1nc(-c2ccccc2)c(-c2ccc([N+](=O)[O-])cc2)s1 | -75%[inhibitor] | -74%[inhibitor] | 2% | ? | ? | ? | ? | 0%
O=[N+]([O-])c1cccc(-c2nnc3c4ccccc4c4ccccc4n23)c1 | -19% | -14% | 6% | 0% | 10% | -13% | -15% | 0%
CCOC(=O)c1ccc2c(c1)NC(=O)C(N1CCN(c3ccc(OC)cc3)CC1)S2 (stereo not given) | 13% | -6% | -2% | 7% | -3% | -20% | ? | 11%

Among those listed so far, 10 have a Cl atom.
SMILES | SMN2 splice enh | HTT cytoprotect | KDM4E inh | ALDH1A1 block | HttQ103 aggreg | Tau fluor cs | Tau fibril ThT | Tau FP inhib
O=C(COC(=O)c1ccc(S(=O)(=O)NCc2ccco2)cc1)Nc1ncc(Cl)cc1Cl | -4% | -45%[inhibitor][10 µM] | 8% | 9% | 18% | -15% | -8% | -11%
O=c1cc(CCl)[nH]c2nc3ccccc3n12 | / | 1%[10 µM] | ? | / | -7%[9.22 µM] | -10% | -10% | 4%
O=C(c1ccc(Cl)cc1)N(Cc1cccs1)C1CCS(=O)(=O)C1 (stereo not given) | -5% | 3%[0.074 µM] | 6% | -3% | 9% | 3% | 10% | 2%
COC(=O)C1CCN(c2ccc(Cl)nn2)CC1 | 10% | -19% | 3% | 5% | -10% | 6% | 0% | 2%
S=C(NCc1ccccc1)N1CCN(c2cccc(Cl)c2)CC1 | -9% | -18% | -8% | -3% | ? | ? | -16% | -9%
COC(=O)C1=C(C)OC(N)=C(C#N)C1c1cc2cc(C)ccc2nc1Cl (stereo not given) | -2% | -4%[10 µM] | ? | ? | -3%[9.22 µM] | 9% | -1% | 1%
Cc1ccc(NC(=O)CSc2cc(=O)n(C)c3ccc(Cl)cc23)c(Br)c1 | 0% | / | / | / | / | -10% | 6% | -9%
O=C(CSc1nnnn1-c1ccccc1Cl)Nc1ccc2c(c1)OCCO2 | -24% | -3% | -6% | 0.22µM* | -11% | -28% | ? | 2%
CCc1ccc(NC(=O)c2cc3sc(Cl)cc3n2C)cc1 | 13µM* | / | / | / | / | -15% | ? | -12%
O=C1C(Cl)=C(N2CCOCC2)C(=O)N1c1ccccc1Cl | -22% | -7% | 3% | ? | 24% | ? | 14µM* | 20µM*
